# GLP-1R agonist: activates the human GLP-1 receptor; P43220; HEK293 GLP-1R CRE-luciferase, luminescence, 4-6 h; cells express a hypersensitive GLP-1R form; Potency, µM (titrated, usually from 45.6 µM), inactives show top-dose activation, actives largely listed as activators; hit rate 0.007% among 380,000; further: potency means the concentration at half of the fitted maximal effect; % of control where 0% means no effect
# PI5P4Ka inh: PI5P4K alpha (human) kinase inhibition; hit rate 1.2% among 330,000; P48426; max response, %; PI5P4Kalpha enzyme, ADP-Glo luminescence, 60 min; hits give low values; active means max response of -50% or lower; inconclusive means between -30% and -50%; inactive means -30% or higher; further: value at the top dose of about 77 µM; on the % scale 0 is the no-effect control and ±100 the full control effect
# Target sequence (P48426 whole entry, looked up): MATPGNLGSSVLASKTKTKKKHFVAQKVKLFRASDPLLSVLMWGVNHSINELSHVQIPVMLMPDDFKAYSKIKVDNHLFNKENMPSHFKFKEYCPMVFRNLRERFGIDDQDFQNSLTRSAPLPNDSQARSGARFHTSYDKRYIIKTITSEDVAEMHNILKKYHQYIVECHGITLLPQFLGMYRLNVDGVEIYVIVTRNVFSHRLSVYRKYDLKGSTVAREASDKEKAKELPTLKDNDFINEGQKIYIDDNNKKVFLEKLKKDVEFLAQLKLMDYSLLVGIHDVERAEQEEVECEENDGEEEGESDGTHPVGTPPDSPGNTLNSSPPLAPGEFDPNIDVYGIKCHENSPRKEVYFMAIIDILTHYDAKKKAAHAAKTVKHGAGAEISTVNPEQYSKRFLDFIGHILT
#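 Human PI5P4Kalpha with substrate in 0.038 M HEPES pH 7.4, 0.28 mM EGTA, 0.1% CHAPS, 5% DMSO; reaction started with 5 microM ATP (final), 60 min at room temperature. ADP formed read by ADP-Glo luminescence.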
# GLP1R cytotox: cytotoxicity counter-screen for GLP-1 receptor inverse agonists; HEK293 cAMP-luciferase reporter cells, luminescence, 24 h; Potency, µM (highest dose often 38.3 µM), for the others: top-dose activity change, negative = inhibition, hits mostly inhibitors; hit rate 0.13% among 410,000; AID 624418;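 further: loss of luciferase light is scored as toxicity; potency means the concentration at half of the fitted maximal effect; on the % scale 0 is the no-effect control and ±100 the full control effect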
#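 Luminescence readout: signal drop marks cytotoxicity. Plated cells grew 12 h at 37 °C, 5% CO2, received 23 nL compound for 24 h, then got luciferase reagent, read after 12 min at RT.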
# PLK1 PBD block: inhibitors of human PLK1 polo-box domain binding; Potency, µM, for the others: max response, negative = inhibition, most hits filed as inhibitors; P53350; Plk1 PBD binding of FITC phosphopeptide, fluorescence polarization; hit rate 2.8% among 360,000; further: potency means the concentration at half of the fitted maximal effect; series mostly up to about 57 µM; on the % scale 0 is the no-effect control and ±100 the full control effect; nearly all actives have a fitted effect of over 65% in size
# Target sequence (P53350 whole entry, looked up, the tested form may be a part): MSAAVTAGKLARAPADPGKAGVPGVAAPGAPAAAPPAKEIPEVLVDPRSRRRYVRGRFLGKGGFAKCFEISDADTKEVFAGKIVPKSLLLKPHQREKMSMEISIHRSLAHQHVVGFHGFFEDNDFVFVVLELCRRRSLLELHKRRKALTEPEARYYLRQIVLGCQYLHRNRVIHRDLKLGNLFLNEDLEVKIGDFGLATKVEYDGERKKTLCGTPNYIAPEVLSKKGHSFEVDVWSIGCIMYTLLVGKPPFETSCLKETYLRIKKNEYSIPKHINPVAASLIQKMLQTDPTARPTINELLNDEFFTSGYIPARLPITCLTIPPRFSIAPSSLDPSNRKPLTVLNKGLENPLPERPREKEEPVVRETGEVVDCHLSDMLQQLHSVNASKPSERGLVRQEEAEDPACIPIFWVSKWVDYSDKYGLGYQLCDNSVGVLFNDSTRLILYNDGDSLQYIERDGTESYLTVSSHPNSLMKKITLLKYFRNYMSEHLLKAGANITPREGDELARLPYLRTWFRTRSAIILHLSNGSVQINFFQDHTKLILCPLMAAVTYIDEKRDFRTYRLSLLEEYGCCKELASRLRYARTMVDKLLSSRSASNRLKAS
# GLP-1R inv ag: acts as inverse agonist at human GLP-1 receptor | P43220 | HEK293 GLP-1R CRE-luciferase, luminescence, 24 h; GLP-1R form is constitutively active | hit rate 1.6% among 410,000 | Potency, µM (highest dose often 38.3 µM), for inactives: at the top dose activity change, negative = inhibition, actives largely listed as inhibitors; further: potency means the concentration at half of the fitted maximal effect; on the % scale 0 is the no-effect control and ±100 the full control effect; nearly all actives have a fitted effect of over 55% in size
#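 Readout was luciferase luminescence, measured 12 min after detection reagent at room temperature. Beforehand, GLP-1R reporter HEK293 cells had sat 12 h, then received compounds for 24 hr at 37 deg C.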
# IL2 activator: activates IL-2 in a cell-based reporter assay; hit rate 0.065% among 360,000; activation, % (series mostly up to about 46 µM); IL-2 activation reporter assay, cell-based qHTS; stimulated with anti-CD3/CD4/CD28 beads; in transgenic mouse T cells; in the data active means activation above about 50%; inconclusive means mostly about 30% to 49%; further: 0% is about no effect
#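 EGFP and DsRed fluorescence is measured by plate cytometry in unstimulated transgenic mouse T cells exposed to compound for 60 minutes, then stimulated 18 hours at 37 degrees C with anti-CD3/anti-CD4 beads plus anti-CD28.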
# EPAC1 agonist: EPAC1 (human) agonism; O95398; EPAC1 agonist qHTS, biochemical assay; response scale: 100% = response to 6.5 mM cAMP; Potency, µM (series often up to 154 µM), inactives show top-dose activation, actives largely listed as activators; hit rate 0.073% among 360,000; AID 720707; further: potency means the concentration at half of the fitted maximal effect; nearly all actives have a fitted effect of over 60% in size
#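 Compounds were pinned as a concentration titration into mixtures of EPAC1 (100 nM), BODIPY-GDP-loaded Rap1B (250 nM) and GDP (50 uM). After 5 min at room temperature, fluorescence was followed for 30 min; activity was scaled to 6.5 mM cAMP.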
# EPAC1 antagonist: blocks human EPAC1 exchange factor; O95398; EPAC1 GEF assay, Rap1b-BODIPY-GDP exchange fluorescence; AID 720709; hit rate 0.14% among 360,000; Potency, µM (highest dose often 115 µM), inactives show top-dose activity change, negative = inhibition, actives largely listed as inhibitors;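 further: potency means the concentration at half of the fitted maximal effect; plate controls were vehicle for no effect and positive control for full effect; nearly all actives have a fitted effect of over 50% in size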
# PTHR1 agonist: agonists of human PTHR1 parathyroid hormone receptor | Potency, µM (doses to about 115 µM), inactives show at the top dose activation, usual class: activators | AID 743266 | hit rate 0.075% among 410,000 | HEK293 GP2 PTHR1 cells, GloSensor cAMP luminescence, 1 h; further: potency means the concentration at half of the fitted maximal effect; nearly all actives have a fitted effect of over 55% in size; some results filed as inactive show a strong effect at the top dose; inactives centre near -15; many of its hits are not listed in these tables
#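 HEK-293-derived GP2 cells expressing PTHR1 and a GloSensor cAMP reporter, 3,000/well, plated overnight, given luciferin plus IBMX (each 0.5 mM as added) for 1 h at 37 °C, then compound for 1 h at 37 °C. Luminescence was read after 15 min at room temperature.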
# Active calls of the source: *; i = inactive; ? = inconclusive; nt = no result given; & = joins results of further samples; [ ] = remark or other dose. Unless noted, the call rests on the fitted dose curve; in most records, active means well fitted curve in the direction sought with a large enough effect; inconclusive means small, poorly fitted or top-dose-only effect, or another doubt; inactive means no such curve, though single readings can be large; an effect the other way counts as inactive or inconclusive. Some of the compounds tested; count on the stated rates, not on these rows.
SMILES,GLP-1R agonist,PI5P4Ka inh,GLP1R cytotox,PLK1 PBD block,GLP-1R inv ag,IL2 activator,EPAC1 agonist,EPAC1 antagonist,PTHR1 agonist
COc1ccc(-c2[nH]ncc2CN(C)C(C)c2cccs2)c(F)c1 (stereo not given),21%,0,7%,3%,?,1.3,-5%,-1%,-14%
Cc1noc(C)c1NC(=O)Nc1cccc2c1O[C@H](CN(C)C(=O)Nc1ccc(C(F)(F)F)cc1)[C@@H](C)CN([C@H](C)CO)C2=O,-1%,2,?,-8%,18%,0.0,-15%,-17%,-7%
O=C(NCCc1cccc(F)c1)C1CCC(=O)N(CCCc2ccccc2)C1 (stereo not given),-4%,0,-1%,5%,-8%,-1.9,5%,2%,i
Cc1noc(C(=O)Nc2c(C)nn(Cc3ccccc3)c2C)c1Cl,5%,-4,-13%,2%,-12%,1.8,-8%,2%,-10%
CCc1cccc(C)c1NC(=O)CN1C(=O)C2(SCC(=O)N2c2cccc(F)c2)c2ccccc21 (stereo not given),-5%,nt,17%,nt,10%,nt,nt,nt,?
CCc1nc2c(OCC(=O)C(C)(C)C)cccn2c1N(C)C(=O)c1ccco1,4%,0,3%,-4%,8%,-1.0,1%,-26%,i
Cc1nnc(SCC(=O)Nc2ccc(C(N)=O)cc2)n1-c1ccccc1,10%,4,0%,-7%,16%,-0.5,5%,-11%,-1%
CC(=O)Nc1ccc(NC(=O)C(C)OC(=O)C2(c3ccc(Cl)cc3)CCCC2)cc1 (stereo not given),-12%,0,-21%,-4%,?,-0.7,-26%,4%,-31%[inhibitor]
Cc1nn(CC2CC2)c(=O)n1-c1ccccc1,0%,-7,-1%,-2%,19%,-0.3,2%,-8%,i
N#C/C(=C/c1ccc([N+](=O)[O-])cc1)C(N)=O,-3%,2,0%[7.66 µM],-21%,2%[7.66 µM],-1.1,-3%,-28%,-18%
O=C(Nc1ccc2c(c1)OCCO2)c1cnc2n(c1=O)CCS2,-7%,1,-38%,-2%,0%,1.3,-17%,-16%,-71%[inhibitor]
COc1cc2c(cc1OC)C(COc1ccc(F)cc1)NCC2 (stereo not given),3%,-1,-8%,-10%,?,0.8,-1%,-29%,11%
CC(=O)c1ccc(S(=O)(=O)N2CCN(C(=O)CCC3CCCC3)CC2)cc1,-1%,2,-6%,-2%,7%,-3.2,-2%,-10%,-31%[inhibitor]
Nc1nc2c(ncn2C2C[C@H](O)[C@@H](CO)O2)c(=O)[nH]1 (stereo not given in full),1%,2,2%,-9%,-2%,0.4,-1%,-4%,i
CCOC(=O)c1nc(Nc2ccc(C(=O)OC)cc2)c2ccccc2n1,-2%,-7,5%&-12%,0%,4%&3%,0.4,-16%,-2%,-5%
COc1cc(NC(=O)c2c(OC)cccc2OC)ccc1NC(=O)c1cc2ccccc2o1,3%,-1,-13%,-12%,-1%,-3.9,0%,-8%,-17%
C[C@H]1CCC[C@]2(CC(=O)c3cc(F)ccc3O2)C1,-2%,6,1%,10%,14%,-0.4,3%,-1%,-83%[inhibitor]
Cc1ccc2oc(C(=O)Nc3nnc(CC(C)C)s3)c(C)c2c1,3%,8,-9%,-4%,2%,-2.0,-2%,6%,i
CC1CN(C(=O)CCc2ccccc2)C(C)CN1C(=O)CCc1ccccc1 (stereo not given),16%,6,-7%,-16%,-39%,-0.4,2%,3%,i
Cc1ccc(C)c(OCC(=O)N2CCN(C(=O)c3ccco3)CC2)c1,11%,2,3%,-15%,0%,-1.2,7%,8%,-11%
CS(=O)(=O)c1cccc(NC(=O)C2CC2)c1,6%,-6,-15%,-7%,7%,-3.0,-11%,17%,i
Cc1cc(C)n2[nH]c(=O)c(N=Nc3cccc(C(F)(F)F)c3)c2n1,1%,-4,?,-1%,?,-0.7,-3%,-2%,i
Cc1ccc(C(=O)CCC(=O)Nc2cccc(C(F)(F)F)c2)cc1C,-1%,12,0%,8%,?,-0.3,0%,-17%,i
CCCCn1c(=N)c(S(=O)(=O)c2ccc(Cl)cc2)cc2c(=O)n3cccc(C)c3nc21,13%,nt,3%,nt,6%,nt,nt,nt,-3%
Cc1nc(SCC(=O)N(CC(C)C)C2CCS(=O)(=O)C2)c(C#N)c(C)c1C (stereo not given),2%,-2,9%,-3%,9%,-0.7,-4%,-4%,i
# (further entries)
SMILES,GLP-1R agonist,PI5P4Ka inh,GLP1R cytotox,PLK1 PBD block,GLP-1R inv ag,IL2 activator,EPAC1 agonist,EPAC1 antagonist,PTHR1 agonist
O=C(CN1CCN(CC(=O)Nc2ccc(OCc3ccccc3)cc2)CC1)Nc1ccc(F)cc1,8%,nt,-18%,-5%,8.9µM*,-3.1,-2%,0%,-26%
CCN(CC)CCC(c1cc(OC)c(OC)c(OC)c1)c1c(OC)cc(OC)c2c(C)cc(=O)oc12 (stereo not given),12%,2,-47%,-1%,1%,1.5,3%,-20%,i
CC(=O)Nc1ccc2sccc2c1,-1%,5,-2%,-5%,-7%,-0.7,7%,7%,-10%
CN(Cc1cccs1)CC(O)COCc1ccco1 (stereo not given),-1%,2,5%,1%,1%,-2.7,11%,-6%,-22%[57.5 µM]
CSCc1c(C(=O)Nc2ccc3c(c2)OCO3)oc2ccccc12,16%,-16,-1%,-11%,?,0.7,15%,-8%,-1%
COc1ccc(N2C(=O)C3C(c4ccc(C(=O)O)cc4)NC(Cc4ccccc4)(C(=O)O)C3C2=O)c([N+](=O)[O-])c1 (stereo not given),0%,1,-3%,-5%,3%,0.1,9%,1%,i
CCOC(=O)COc1ccccc1/C=N/Nc1nnc2c3ccccc3n(C)c2n1,11%,1,6%,4%,7%,4.5,5%,-6%,i
COc1cc(S(=O)(=O)Nc2ccccc2C(=O)N2CCCCC2)ccc1NC(C)=O,-8%,0,-2%,2%,-3%,1.1,3%,-9%,i
CN(C)CCNC(=O)c1scc2c1CCCC2,-5%,1,0%,-12%,-3%,-0.7,-1%,-9%,20%
CCOC(=O)c1c(C)n(CC(O)CN(C)C)c2cc(Br)c(OC)cc12 (stereo not given),11%,3,-9%,-18%,?,-5.0,0%,-6%,i
Cc1ccc(S(=O)(=O)NCCn2nc(C)nc2C)cc1,7%,3,5%,-2%,14%,0.4,4%,14%,i
O=C(Oc1cccc(OC(=O)N2CCCCC2)c1)N1CCCCC1,-1%,-9,-1%,2%,?,-1.2,-1%,7%,-13%
Cc1cc(=O)oc2cc(OCC(=O)NCCc3ccccc3)ccc12,19%,-3,2%,-12%,0%,-1.5,15%,-20%,-7%
O=C(Nc1ccc(CN2CCCCC2)cc1)Nc1ccccc1Cl,15%,1,-1%,-8%,?,1.0,12%,-3%,i
O=C(NNC(=O)c1ccccc1-n1cccc1)c1ccc(F)cc1,-6%,6,-2%,11%,40%[activator],-0.7,5%,2%,i
CC(Oc1ccccc1)c1ccnn1S(C)(=O)=O (stereo not given),7%,5,25%,-1%,12%,-2.3,6%,-20%,-14%
Fc1ccccc1-c1n[nH]c(=S)n1Cc1ccccc1,7%,-2,-21%,-13%,-14%,0.8,5%,-25%,i
CC(NC(=O)/C(C#N)=C/c1cn[nH]c1-c1ccccc1)c1ccccc1 (stereo not given),7%,-3,-10%,-4%,-28%,-1.2,13%,-14%,i
O=c1oc(CCCO)cc2ccc(Br)cc12,8%,-2,0%,-7%,14%,2.2,4%,-10%,-14%
CCC(=O)Nc1cccc(C2=NOC3(C2)C[C@@H](C(N)=O)N(C(=O)CC)C3)c1 (stereo not given in full),-1%,2,7%,2%,15%,1.7,7%,-1%,-6%
Cc1cccnc1C(NC(=O)C1CCN(CCCc2ccccc2)CC1)c1ccc(Cl)cc1 (stereo not given),3%,1,-1%,-3%,?,-0.3,6%,2%,i
O=C(C[C@@H]1C/C=C\C[C@H](NC(=O)OCC2c3ccccc3-c3ccccc32)C(=O)OC[C@H]2CCCN2C1=O)NCCO,4%,-1,1%,-13%,7%,0.3,-10%,-14%,3%
O=C(COc1ccc(Br)cc1)N(Cc1cccs1)C1CCS(=O)(=O)C1 (stereo not given),4%,-6,-13%,-9%,?,1.3,10%,-4%,i

# Not a retest: an excerpt of the list.
SMILES,GLP-1R agonist,PI5P4Ka inh,GLP1R cytotox,PLK1 PBD block,GLP-1R inv ag,IL2 activator,EPAC1 agonist,EPAC1 antagonist,PTHR1 agonist
COc1ccc(-c2[nH]ncc2CN(C)C(C)c2cccs2)c(F)c1 (stereo not given),21%,0,7%,3%,?,1.3,-5%,-1%,-14%
Cc1noc(C)c1NC(=O)Nc1cccc2c1O[C@H](CN(C)C(=O)Nc1ccc(C(F)(F)F)cc1)[C@@H](C)CN([C@H](C)CO)C2=O,-1%,2,?,-8%,18%,0.0,-15%,-17%,-7%
O=C(NCCc1cccc(F)c1)C1CCC(=O)N(CCCc2ccccc2)C1 (stereo not given),-4%,0,-1%,5%,-8%,-1.9,5%,2%,i
Cc1noc(C(=O)Nc2c(C)nn(Cc3ccccc3)c2C)c1Cl,5%,-4,-13%,2%,-12%,1.8,-8%,2%,-10%
CCc1cccc(C)c1NC(=O)CN1C(=O)C2(SCC(=O)N2c2cccc(F)c2)c2ccccc21 (stereo not given),-5%,nt,17%,nt,10%,nt,nt,nt,?
CCc1nc2c(OCC(=O)C(C)(C)C)cccn2c1N(C)C(=O)c1ccco1,4%,0,3%,-4%,8%,-1.0,1%,-26%,i
Cc1nnc(SCC(=O)Nc2ccc(C(N)=O)cc2)n1-c1ccccc1,10%,4,0%,-7%,16%,-0.5,5%,-11%,-1%
CC(=O)Nc1ccc(NC(=O)C(C)OC(=O)C2(c3ccc(Cl)cc3)CCCC2)cc1 (stereo not given),-12%,0,-21%,-4%,?,-0.7,-26%,4%,-31%[inhibitor]

# From PubChem
